Assay outcomes deposited in PubChem BioAssay by National Center for Advancing Translational Sciences (NCATS).
NIH3T3 tox – NIH 3T3 cell cytotoxicity | Potency, µM (top dose mostly 96.7 µM), for inactives: top-dose activity change, negative = cytotoxicity, usual class: inhibitors | NIH 3T3 viability, CellTiter-Glo ATP luminescence, 48-72 h | actives 4.3% (n = 94,000); note: potency is the fitted concentration of half-maximal effect; nearly all actives have a fitted effect of over 55% in size
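ATP-dependent luminescence (CellTiter-Glo) served as the viability signal for NIH 3T3 cells treated with compound for 48 or 72 hr at 37 °C.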
IP6K1 inhibitor – blocks human inositol hexakisphosphate kinase 1. Q92551. AID 1645851. actives 0.81% (n = 140,000). IP6K1 kinase, ADP-Glo luminescence, 2 h; active compounds read low. activity change, % (series mostly up to about 58 µM); in the data active = activity change below about -25%
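ADP-Glo luminescence measures ADP made by human IP6K1 during a 2 h RT reaction with ATP/IP6 (mix at 1.3 mM/130 uM); top library doses 57.5 and 19.1 uM final.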
SNCA viab count – counter-screen for SNCA expression inhibitors: cell viability | Potency, µM (highest dose often 57.1 µM), for the others: at the highest dose activity change, negative = cytotoxicity, most hits filed as cytotoxic | actives 0.12% (n = 150,000) | AID 1671193 | HEK-293-SNCA-luc viability, GF-AFC fluorescence, 24 h;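 note: potency is the fitted concentration of half-maximal effect; 0% = DMSO-treated cells and -100% = medium-only wells without cells; nearly all actives have a fitted effect of over 30% in size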
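Cytotoxicity counterscreen: after 24 h compound treatment of genome-edited SNCA-luciferase HEK-293 cells, live-cell protease substrate GF-AFC read by fluorescence after 30 min; activity scaled between DMSO (0%) and medium-only (-100%), curves Hill-fitted.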
GPT2 inh – inhibitors of human GPT2 alanine aminotransferase; AID 1671188; Recombinant GPT2, coupled pyruvate oxidase/HRP Amplex Red fluorescence; Potency, µM (doses to about 57.7 µM), inactives show at the highest dose activity change, negative = inhibition, hits mostly inhibitors; Q8TD30; actives 0.25% (n = 100,000); note: potency is the fitted concentration of half-maximal effect; nearly all actives have a fitted effect of over 60% in size; many of its hits are not listed in these tables
Target sequence (Q8TD30 whole entry, looked up): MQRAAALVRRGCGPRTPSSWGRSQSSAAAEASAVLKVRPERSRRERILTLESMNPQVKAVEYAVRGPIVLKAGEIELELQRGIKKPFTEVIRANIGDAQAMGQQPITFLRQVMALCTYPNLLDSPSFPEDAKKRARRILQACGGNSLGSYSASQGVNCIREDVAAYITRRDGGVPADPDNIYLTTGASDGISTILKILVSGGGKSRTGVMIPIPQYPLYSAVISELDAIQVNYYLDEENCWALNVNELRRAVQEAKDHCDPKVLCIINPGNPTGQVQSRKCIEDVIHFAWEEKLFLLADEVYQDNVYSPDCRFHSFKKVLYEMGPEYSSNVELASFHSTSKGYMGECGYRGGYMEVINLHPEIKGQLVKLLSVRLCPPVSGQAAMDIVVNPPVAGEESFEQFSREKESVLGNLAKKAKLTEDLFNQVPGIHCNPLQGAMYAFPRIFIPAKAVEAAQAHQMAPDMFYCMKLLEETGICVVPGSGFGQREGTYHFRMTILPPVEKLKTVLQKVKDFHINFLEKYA
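Fluorescence of coupled pyruvate oxidase/HRP/Amplex Red system (50uM Amplex, 30 min, dark) reports pyruvate formed by GPT2. Enzyme reaction: 10ng/uL GPT2, 2mM L-alanine, 250uM a-KG, 30 min room temperature, pH 7.5; 50uM AOA control.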
HEK cytotox – HEK 293 cell cytotoxicity. actives 6.6% (n = 94,000). Potency, µM (highest dose often 115 µM), for the others: top-dose activity change, negative = cytotoxicity, actives largely listed as inhibitors. HEK 293 viability, ATP luminescence (CellTiter-Glo), 48-72 h; note: potency is the fitted concentration of half-maximal effect; nearly all actives have a fitted effect of over 60% in size
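HEK 293 cells seeded at 250 cells/well were exposed to compound for 48 or 72 hr at 37 degree Celsius. Viability taken as ATP content by CellTiter-Glo luminescence.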
FLuc inh – blocks purified firefly luciferase enzyme activity | Potency, µM (top dose mostly 115 µM), for the others: top-dose activity change, negative = inhibition, usual class: inhibitors | P08659 | actives 2.5% (n = 76,000) | purified P. pyralis luciferase, luminescence, biochemical | AID 1347043; note: potency is the fitted concentration of half-maximal effect; nearly all actives have a fitted effect of over 65% in size
Target sequence (P08659 whole entry, looked up): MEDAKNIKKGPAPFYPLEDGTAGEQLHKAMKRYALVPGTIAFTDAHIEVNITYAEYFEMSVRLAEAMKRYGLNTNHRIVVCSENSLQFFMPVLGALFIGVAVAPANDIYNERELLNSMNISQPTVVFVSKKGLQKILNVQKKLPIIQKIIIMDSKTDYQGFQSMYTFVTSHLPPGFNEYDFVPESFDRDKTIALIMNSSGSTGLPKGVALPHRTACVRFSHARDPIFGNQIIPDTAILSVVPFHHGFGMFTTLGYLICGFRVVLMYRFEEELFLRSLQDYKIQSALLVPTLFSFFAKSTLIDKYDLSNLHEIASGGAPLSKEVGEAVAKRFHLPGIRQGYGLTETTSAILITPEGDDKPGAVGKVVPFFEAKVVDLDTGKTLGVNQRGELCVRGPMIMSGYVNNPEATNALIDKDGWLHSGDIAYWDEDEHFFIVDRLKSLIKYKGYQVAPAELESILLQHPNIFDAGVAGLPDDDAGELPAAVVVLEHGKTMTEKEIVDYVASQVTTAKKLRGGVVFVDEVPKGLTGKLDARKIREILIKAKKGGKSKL
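Purified P. pyralis luciferase (10nM final) in 50mM Tris acetate pH 7.5, 10mM Mg acetate, 0.01% Tween-20, 0.05% BSA with 10uM D-luciferin and 10uM ATP. Compounds titrated qHTS. Luminescence imaged on CCD.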
SNCA expr inhib – reduces expression of the alpha-synuclein gene; HEK-293 SNCA-luciferase knock-in, luminescence, 24 h; Potency, µM (series often up to 57.2 µM), without a hit: at the top dose activity change, negative = inhibition, hits mostly inhibitors; actives 0.17% (n = 140,000); AID 1671194;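 note: potency is the fitted concentration of half-maximal effect; plate controls were DMSO cells for no effect and cell-free wells for full effect; nearly all actives have a fitted effect of over 45% in size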
* = called active by the depositor; i = inactive; ? = inconclusive; . = not tested or not shown; & = joins results of further samples; [ ] = remark or other dose. Unless noted, calls come from the whole dose curve; as a rule, active = well fitted curve in the direction sought with a large enough effect; inconclusive = small, poorly fitted or top-dose-only effect, or another doubt; inactive = no such curve, though single readings can be large; an effect the other way counts as inactive or inconclusive. Unless noted, % is set by controls: 0 for no effect and ±100 for the full control effect. Not all compounds are listed; count on the stated rates, not on these rows.

SMILES	NIH3T3 tox	IP6K1 inhibitor	SNCA viab count	GPT2 inh	HEK cytotox	FLuc inh	SNCA expr inhib
O=c1oc2ccc3ccccc3c2cc1-c1nnc(Nc2ccccc2)s1	.	29	-3%	.	.	.	20%
COc1ccc(CN2C(=O)COC[C@@H]2[C@H](O)c2ccc(NC(=O)c3ccc(C(C)(C)C)cc3)cc2)cc1	22µM*	-4	?	0%	28µM*	14µM*	4%
CCN(CCc1nc2ccc(F)cc2[nH]1)C(=O)c1cc2n(n1)CCN(C)C2	i	8	0%	-1%	-18%	-12%	1%
CCc1cccc(N2C(=O)CS(=O)(=O)C23C(=O)N(Cc2ccccc2)c2ccc(C)cc23)c1 (configuration not stated)	.	8	4%	.	.	.	-2%
CN1CCN(C(=O)c2ccc3nc(-c4cccnc4)oc3c2)CC1	-9%[138 µM]	2	3%[87.6 µM]	i	-26%[172 µM]	.	23%[87.6 µM]
CCC(=O)NC1CCN(c2cnn(C)c(=O)c2)CC1	-7%	16	1%	i	-2%	0%	0%
O=C([C@@H]1C[C@H](F)CN1C(=O)c1ccccc1F)N1CCCCC1	-2%	13	6%	i	4%	5%	-12%
CC1=C[C@@H](CNC(=O)Cn2cnnn2)[C@H](C(C)C)C[C@H]1Cc1nc2ccccc2[nH]1	-23%[138 µM]	4	-20%[87.6 µM]	-10%[88.5 µM]	?	-7%[172 µM]	-11%[87.6 µM]
CC(C)NC(=O)c1cc(-c2ccccc2C(F)(F)F)nc2c1cnn2C	?	-6	.	.	-13%	.	.
COc1ccc(OC)c(NC(=O)c2noc3c2CCCC3)c1	.	-6	5%	.	.	.	73%[activator]
O=C1CCN(C(=O)CCC2CCCC2)CCCC(c2nc(-c3cccnc3)no2)CCN1 (configuration not stated)	-14%	5	-1%	3%	2%	-11%	7%
COc1ccc(CCNC(=O)c2ccc3c(c2)N(Cc2ccc(Cl)cc2)CCS3)c(OC)c1	.	0	1%	.	.	.	-13%
COC(=O)N(C)Cc1cccc(N2CCN(C(=O)c3c(Cl)cccc3Cl)CC2)c1	?	-2	.	.	?	.	.
COc1ccc(C(=O)NC[C@H]2O[C@@H](CC(=O)N(C)Cc3ccccc3)[C@H](O)[C@@H]2O)cc1	i	-2	-2%[87.6 µM]	0%[88.5 µM]	i	12%[172 µM]	1%[87.6 µM]
Cc1cc2oc(C(=O)Nc3sc4c(c3C(=O)NCc3ccccc3)CCCC4)cc(=O)c2cc1C	.	-10	4%	.	.	.	1%
CN(C)C(=O)C1CN(C(=O)Nc2ccccc2Cl)CC12CCOCC2 (configuration not stated)	-7%	9	7%	2%	-6%	-4%	25%
CC1=C(C(=O)Nc2ccccc2)C(c2ccc(F)cc2)N2C(CC(=O)NCC(C)C)=CSC2=N1 (configuration not stated)	?	7	-1%	i	?	-8%	-4%
COc1cccc(C(=O)N2CCCC(Cc3nc(C4CCOCC4)no3)C2)c1 (configuration not stated)	i	0	3%	i	8%	-4%	3%
COc1cccc(CN2C(=O)OC3(CCN(C(=O)C(C)C)CC3)C2(C)c2cccnc2)c1 (configuration not stated)	?	-17	12%[87.6 µM]	-10%[88.5 µM]	-1%[172 µM]	3%[172 µM]	-17%[87.6 µM]
CCN[C@H]1C[C@H](C)S(=O)(=O)c2sc(S(N)(=O)=O)cc21	.	-5	3%	0%&0%	.	.	-11%
O=C(NC1CCCCC1)c1ccc(N2CC3CC(C2)[C@H]2CCCC(=O)N2C3)nc1 (some centres not stated)	5%	16	1%	-3%	2%	11%	12%
Cc1ccc(CSc2nc3cccnc3n2Cc2ccc(C(=O)NC3CCCCC3)cc2)cc1	.	12	-16%	.	.	.	-28%
CCN1c2ccccc2-c2nc(SCC(=O)Nc3c(C)cc(C)cc3C)ncc2S1(=O)=O	.	29	-15%	.	.	.	-25%
O=C([C@H]1C[C@H](Oc2ccccc2)CN1C(=O)Cc1ccccc1F)N1CCOCC1	-1%	12	-12%	?	3%	?	?
CN(C)C[C@H]1C[C@@H](CO)CN(C(=O)COc2ccc(F)c(Cl)c2)C1	-1%	14	4%	-10%	-2%	13%	2%

Entries shown so far containing an NH in an aromatic ring, in the order listed:
SMILES	NIH3T3 tox	IP6K1 inhibitor	SNCA viab count	GPT2 inh	HEK cytotox	FLuc inh	SNCA expr inhib
CCN(CCc1nc2ccc(F)cc2[nH]1)C(=O)c1cc2n(n1)CCN(C)C2	i	8	0%	-1%	-18%	-12%	1%
CC1=C[C@@H](CNC(=O)Cn2cnnn2)[C@H](C(C)C)C[C@H]1Cc1nc2ccccc2[nH]1	-23%[138 µM]	4	-20%[87.6 µM]	-10%[88.5 µM]	?	-7%[172 µM]	-11%[87.6 µM]

In a second layout: results already given.
COc1cccc(C(=O)N2CCCC(Cc3nc(C4CCOCC4)no3)C2)c1 (configuration not stated)
- NIH3T3 tox = i
- IP6K1 inhibitor = 0
- SNCA viab count = 3%
- GPT2 inh = i
- HEK cytotox = 8%
- FLuc inh = -4%
- SNCA expr inhib = 3%

COc1cccc(CN2C(=O)OC3(CCN(C(=O)C(C)C)CC3)C2(C)c2cccnc2)c1 (configuration not stated)
- NIH3T3 tox = ?
- IP6K1 inhibitor = -17
- SNCA viab count = 12%[87.6 µM]
- GPT2 inh = -10%[88.5 µM]
- HEK cytotox = -1%[172 µM]
- FLuc inh = 3%[172 µM]
- SNCA expr inhib = -17%[87.6 µM]

An excerpt from above in order of heavy-atom count, low to high.
SMILES	NIH3T3 tox	IP6K1 inhibitor	SNCA viab count	GPT2 inh	HEK cytotox	FLuc inh	SNCA expr inhib
O=c1oc2ccc3ccccc3c2cc1-c1nnc(Nc2ccccc2)s1	.	29	-3%	.	.	.	20%
COc1cccc(CN2C(=O)OC3(CCN(C(=O)C(C)C)CC3)C2(C)c2cccnc2)c1 (configuration not stated)	?	-17	12%[87.6 µM]	-10%[88.5 µM]	-1%[172 µM]	3%[172 µM]	-17%[87.6 µM]
COc1ccc(CN2C(=O)COC[C@@H]2[C@H](O)c2ccc(NC(=O)c3ccc(C(C)(C)C)cc3)cc2)cc1	22µM*	-4	?	0%	28µM*	14µM*	4%

(continued)
SMILES	NIH3T3 tox	IP6K1 inhibitor	SNCA viab count	GPT2 inh	HEK cytotox	FLuc inh	SNCA expr inhib
Cc1ccc(C(=O)N2CCCC2C(=O)N2CCC3(CC2)CC(=O)Nc2ccccc2O3)cc1 (configuration not stated)	-24%	-6	-5%	0%	-26%	.	-8%
O=C(NCC1CCCO1)C1CCN(C2CCN(C(=O)CCC3CCCCC3)CC2)CC1 (configuration not stated)	-2%	-5	0%	-9%	-10%	6%	19%
Cc1ccc(CN2CCN(C(=O)C3Cn4cccc4C(=O)N3CC(C)C)CC2)cc1 (configuration not stated)	-18%	-1	0%	i	-8%	-5%	-18%
O=C(Cc1ccc(F)cc1)Nc1cc(-c2ccncc2)nn1-c1ccccc1	?	-7	2%	-15%	?	.	-16%
Cc1noc(-c2cn(C3CCN(C(=O)c4ccc[nH]4)C3)nn2)n1 (configuration not stated)	-29%	4	17%	3%	-5%	-4%	20%
O=C(CCC1N=C2c3ccccc3N=C(SCc3ccccc3F)N2C1=O)NC1CCCCC1 (configuration not stated)	.	-13	-3%	.	.	.	-15%
N#Cc1ccc(CN2CCC3(CN[S+](=O)([O-])c4cnccc4O3)C2)cc1 (configuration not stated)	4%	-3	4%	i	i	.	0%
Cc1cccc(OC(=O)c2cc(-c3ccc4c(c3)OCCO4)on2)c1C	.	37	17%	.	.	.	-6%
COCCn1c(C)cnc1CCNS(=O)(=O)c1cccnc1	-6%	-7	-1%	i	-8%	8%	0%
Cc1ccc(NC(=O)c2cnc(-c3ccccc3)nc2-c2ccncc2)cc1C	?	7	-9%	i	?	15%	34%[activator]
CNC(=O)[C@@H]1C[C@@H](O)CN1C1CCN(C(=O)c2cc3ccccc3[nH]2)CC1	-14%	39	-5%	-20%	-6%	-24%	127%[activator]
Cn1cc(CN2CCCN(C(=O)c3ccco3)CC2)c(-c2ccc(C3CCCCC3)cc2)n1	?	1	-1%	-8%	?	?	13%
O=C(Nc1ccc(Cl)cc1F)N1CCc2nc3cc[nH]n3c(=O)c2C1	-22%	0	-1%	0%	-23%	-10%	7%
O=C(NCc1ccccc1F)c1ccc2oc(-c3ccccn3)nc2c1	?	13	14%	-10%	?	.	130%[activator]
O=C(c1ccccc1OC(F)(F)F)N1CCC2(CC1)CC(O)CCO2 (configuration not stated)	-16%	0	1%	i	i	-9%	-20%
O=C(NC1CCCC1)N[C@@H]1C[C@H](Cn2cc(C3CC3)nn2)[C@@H](O)[C@H]1O	-1%[138 µM]	2	-8%[87.6 µM]	4%[88.5 µM]	-5%[172 µM]	-4%[172 µM]	8%[87.6 µM]
CN1Cc2ncnc(NCCc3ccccc3F)c2CN(c2ccccc2)C1=O	?	-4	1%	i	?	-1%	-17%
CCCn1c(C)cnc1CC1CCN(C(=O)c2ccc(OC)cc2OC)CC1	-4%	-5	-2%	i	?	-6%	-4%
Cc1cccc(-n2nc(-c3c(C)nc4scc(CC(=O)NCc5ccco5)n4c3=O)cc2C)c1C	?	-5	4%	-13%	?	-16%	-6%
CC(C)(C)c1nnc([C@H]2CCN(Cc3ccco3)C2)o1	-13%[230 µM]	1	3%[87.6 µM]	-34%[88.5 µM]	-17%[230 µM]	-20%[230 µM]	12%[87.6 µM]
COc1ccc(C2CC(=O)c3cc(-c4nc(-c5cccc([N+](=O)[O-])c5)cs4)c(=O)n(-c4ccc(F)cc4)c3C2)cc1 (configuration not stated)	.	11	4%	.	.	.	18%
CC(C)NC(=O)N[C@H]1C[C@@H](c2nc(-c3ccncc3)no2)N(C)C1	2%[174 µM]	-1	-17%[87.6 µM]	0%[88.5 µM]	1%[172 µM]	0%[172 µM]	-40%[87.6 µM]
Cc1noc(C)c1-c1cc2c(c(-c3ccccc3F)c1)C(=O)N(C)C2	?	24	-10%[87.6 µM]	-2%[88.5 µM]	?	-8%[172 µM]	5%[87.6 µM]

Whole records from above:
O=C(Nc1ccc(Cl)cc1F)N1CCc2nc3cc[nH]n3c(=O)c2C1 is listed with NIH3T3 tox = -22%; IP6K1 inhibitor = 0; SNCA viab count = -1%; GPT2 inh = 0%; HEK cytotox = -23%; FLuc inh = -10%; SNCA expr inhib = 7%
Cc1ccc(CN2CCN(C(=O)C3Cn4cccc4C(=O)N3CC(C)C)CC2)cc1 (configuration not stated) is listed with NIH3T3 tox = -18%; IP6K1 inhibitor = -1; SNCA viab count = 0%; GPT2 inh = i; HEK cytotox = -8%; FLuc inh = -5%; SNCA expr inhib = -18%
